High-throughput results (PubChem)
TIM10 inh: growth inhibitors of isogenic TIM10 control yeast, primary screen, counter-screen for tim10-1 yeast inhibitor project, luminescence, uHTS; S. cerevisiae TIM10 strain growth, BacTiter-Glo luminescence, 24 h; actives 1.4% (n = 330,000); inhibition, % at 10 µM;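 active means inhibition of 40% or more at the single tested concentration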;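 further: wild-type TIM10 isogenic control strain grown at permissive 25 °C; 0% = DMSO yeast wells and 100% = minimal medium wells without yeast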
Mdm2 MdmX PPI: inhibitors of human Mdm2-MdmX association, primary screen, cell-based, luminescence, split luciferase, SaOS-2, uHTS | AID 485346, 2010 | inhibition, % at 8 µM | SaOS-2 split-luciferase Mdm2/MdmX complementation | Protein Mdm4 (Homo sapiens) + E3 ubiquitin-protein ligase Mdm2 (Homo sapiens), … | actives 3% (n = 330,000);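 active means inhibition of at least 50% at 8 µM in the primary screen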
Target sequence (O15151 whole entry, looked up): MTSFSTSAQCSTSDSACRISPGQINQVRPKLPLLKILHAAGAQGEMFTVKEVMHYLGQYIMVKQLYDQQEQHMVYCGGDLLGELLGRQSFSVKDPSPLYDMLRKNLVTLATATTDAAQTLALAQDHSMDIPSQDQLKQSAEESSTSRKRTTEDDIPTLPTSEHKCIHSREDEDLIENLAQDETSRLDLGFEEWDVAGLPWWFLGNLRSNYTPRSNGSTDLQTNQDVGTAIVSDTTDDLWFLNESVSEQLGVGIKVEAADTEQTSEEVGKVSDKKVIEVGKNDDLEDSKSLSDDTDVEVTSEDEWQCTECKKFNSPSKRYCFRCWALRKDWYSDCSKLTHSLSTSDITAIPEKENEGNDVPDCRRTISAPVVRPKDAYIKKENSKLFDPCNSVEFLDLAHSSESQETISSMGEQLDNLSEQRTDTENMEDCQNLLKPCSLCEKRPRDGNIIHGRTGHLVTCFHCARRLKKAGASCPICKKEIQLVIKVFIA
Target sequence (Q00987 whole entry, looked up): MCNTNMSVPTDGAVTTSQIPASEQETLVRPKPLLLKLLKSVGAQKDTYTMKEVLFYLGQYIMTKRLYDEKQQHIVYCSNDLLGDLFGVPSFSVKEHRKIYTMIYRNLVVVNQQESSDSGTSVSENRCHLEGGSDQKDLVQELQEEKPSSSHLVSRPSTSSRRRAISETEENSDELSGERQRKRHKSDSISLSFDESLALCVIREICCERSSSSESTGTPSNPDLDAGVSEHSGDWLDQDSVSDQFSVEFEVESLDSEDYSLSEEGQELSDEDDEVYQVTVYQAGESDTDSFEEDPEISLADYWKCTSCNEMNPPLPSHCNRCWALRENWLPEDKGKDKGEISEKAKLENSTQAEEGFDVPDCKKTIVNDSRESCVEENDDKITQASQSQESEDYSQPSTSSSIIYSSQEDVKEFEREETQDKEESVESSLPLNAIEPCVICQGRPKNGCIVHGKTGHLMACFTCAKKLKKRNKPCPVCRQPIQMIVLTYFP
UPR CHOP act: activators of apoptotic CHOP UPR arm, primary screen, cell-based, CHO-CHOP luciferase reporter, luminescence, uHTS | UPR activation; percent of tunicamycin response over DMSO baseline | activation, % at 10 µM | actives 0.34% (n = 330,000) | AID 449763, 2010;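 active means at 10 µM dose, activation of 40% or more, normalized to positive control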;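 further: 100% = tunicamycin at 10 µg/mL and 0% = DMSO alone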
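assay system = CHO CHOP reporter cells | amount = 500 CHO-CHOP cells per well | buffer or medium = F12 with 10% FBS | incubation = 16-18 h cell attachment, then 6 h compound exposure, 37 °C | detection = luminescence read with Steady-Glo | read-out = percent activation relative to tunicamycin control | controls = tunicamycin high control, DMSO low control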
tim10-1 inh: growth inhibitors of tim10-1 mutant yeast, primary screen, luminescence, uHTS; S. cerevisiae tim10-1 ts strain growth, BacTiter-Glo, 24 h; inhibition, % at 20 µM; actives 2.2% (n = 330,000);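 active means inhibition of at least 40%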;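 further: mutant grown at 25 °C; 0% = DMSO wells with yeast and 100% = wells holding no yeast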
697 NFkB inh: inhibitors of PMA/ionomycin-induced NF-kB reporter, 697 cells, primary screen, B-cell NF-kB inhibitor project, cell-based, luminescence, uHTS | 697 B-cell NF-kB luciferase reporter, 16 h | inhibition, % at 4 µM | actives 0.33% (n = 330,000) | AID 435022, 2010; in the data active means inhibition above about 35%
tim23-1 inh: growth inhibitors of tim23-1 mutant yeast, primary screen, luminescence, uHTS | S. cerevisiae tim23-1 growth, BacTiter-Glo luminescence, 24 h | inhibition, % at 20 µM | actives 1.3% (n = 330,000) | AID 463212, 2010;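 active means growth inhibition of the mutant yeast at or above 50%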;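 further: temperature-sensitive mutant grown at 25 °C; plate controls were DMSO-treated mutant yeast for no effect and medium wells lacking yeast for full effect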
Jurkat NFkB inh: inhibitors of induced NF-kB luciferase reporter, primary screen, TCR NF-kB activation inhibitor project, cell-based, luminescence, uHTS. inhibition, % at 4 µM. Jurkat, PMA/ionomycin-induced NF-kB luciferase reporter. AID 435003, 2010. actives 0.53% (n = 330,000); in the data active means inhibition above about 50%
UPR XBP1 act: activators of adaptive XBP1 UPR arm, primary screen, cell-based, CHO-XBP1 luciferase reporter, luminescence, uHTS. actives 0.33% (n = 330,000). IRE1-XBP1 UPR activation; percent of tunicamycin response, DMSO as zero. activation, % at 20 µM;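 active means versus positive control, 20 µM dose yields 30% or more activation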;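 further: 100% = tunicamycin at 10 µg/mL and 0% = DMSO only wells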
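Signal: luciferase luminescence; Assay system: CHO-XBP1 luciferase reporter cells; Amount: one thousand reporter cells per well; Dosing: 20 µM single concentration, DMSO 1%; Benchmarks: high control tunicamycin 10 µg/mL final, low control DMSO vehicle only; Schedule: 6 h compound exposure at 37 °C, 5% CO2; Evaluation: percent activation relative to tunicamycin reference.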
* hit, by the source's call; / = not tested or not shown. Hits appear at their usual frequency. Share with any hit: about 6.6%.

SMILES	TIM10 inh	Mdm2 MdmX PPI	UPR CHOP act	tim10-1 inh	697 NFkB inh	tim23-1 inh	Jurkat NFkB inh	UPR XBP1 act
COc1cc(NS(=O)(=O)c2ccc(NC(=S)NC(=O)/C=C/c3ccc(OC)c(OC)c3)cc2)ncn1	9	-7	2.2	7	-3	-10	-2	0
CCCCS(=O)(=O)Nc1ccc2c(c1)ncn2C1CCCCC1	-2	-3	-1.0	10	-72	11	-7	0
COc1ccc(-c2oc(=O)c3cc(OC)c(OC)cc3c2C#CC2(O)CCCCC2)cc1	18	25	3.6	17	19	19	-23	3
Cc1onc(-c2ccccc2)c1C(=O)OCC(=O)N1CCN(c2ccccc2)CC1	-6	13	-1.1	6	11	7	-3	1
CC1CCN(C(=O)Cn2nnc(-c3ccccc3)n2)CC1	-10	-1	3.3	-28	-20	4	-20	-1
O=C(COc1ccc(Br)cc1Cl)NC1CCCCC1	-39	-181	3.3	-1	-200	11	-91	0
O=C1Nc2ccccc2S/C1=C/Nc1cccc(Cl)c1	20	-27	5.0	20	-73	12	-75	16
O=C(NCCN1C(=O)S/C(=C\c2ccccc2F)C1=O)C1CCCN1C(=O)c1cccs1 (stereo not drawn)	29	-8	-0.3	29	4	34	-2	0
Cc1nnsc1Sc1ccccc1C(=O)O	-4	0	1.1	-4	26	-3	17	-1
COC(=O)CC1COc2ccccc2N1S(=O)(=O)c1ccc(Br)cc1 (stereo not drawn)	19	-11	-0.4	18	-8	53*	5	-4
COc1cc(C#N)ccc1OCC(=O)c1ccc2c(c1)OCCO2	19	-12	-0.8	20	-1	31	1	-1
COC(=O)Nc1ccc(S(=O)(=O)N2CCCC(C(=O)NC3CCS(=O)(=O)C3)C2)cc1 (stereo not drawn)	-9	-24	3.2	8	-58	14	24	-1
Cc1c(NC(=O)c2n[nH]c(=O)c3ccccc23)c(=O)n(-c2ccccc2)n1C	10	10	-1.8	14	11	-14	0	3
CS(=O)(=O)N1CCC(C(=O)Nc2ccccc2Br)CC1	-1	24	3.0	13	19	14	11	-1
CC1CC(C(F)F)n2nc(C(=O)Nc3sc4c(c3C#N)CCC(C(C)(C)C)C4)nc2N1 (stereo not drawn)	-18	22	5.2	7	-11	-10	-9	29
CCOC(=O)C1(CCOC)CCN(Cc2ccccc2-c2ccco2)CC1	-10	8	-0.6	7	28	18	-7	-3
Cc1sc(NC(=O)CSC2=NCCS2)nc1-c1ccccc1	20	30	0.8	27	-27	40	-20	2
CCNS(=O)(=O)c1ccc(CCC(=O)N2CCN(c3cccc(Cl)c3)CC2)cc1	12	21	3.7	25	6	22	29	-4
CCN1CNC(=S)N(c2cccc(C)c2)C1	18	23	7.6	19	15	13	5	-1
Fc1ccccc1OCCCCSc1ncccn1	-26	-11	1.0	13	-7	-15	-10	3
COc1ccc(CCNC(=O)CN(c2ccccc2)S(C)(=O)=O)cc1	0	-18	-0.5	25	-6	10	-19	-2
C/C(Cl)=C\Cn1c(Nc2cccc(C)c2)nc2c1c(=O)n(C)c(=O)n2C	15	10	1.0	5	11	19	12	0
Cc1ccccc1S(=O)(=O)Oc1cccc2c(O)cccc12	18	7	0.6	38	-28	30	-16	7
O=C(NCCCOc1cccc(CN2CCCCC2)c1)c1ccc(Cl)c(Cl)c1	3	27	0.7	8	-15	-14	8	1
Cc1ccccc1N1CCN(C2CCCN(C(=O)c3cc(C(C)C)[nH]n3)C2)CC1 (stereo not drawn)	8	-4	0.7	15	12	16	15	0
Cc1nc2c(Br)cc(Br)cc2cc1O	50*	23	-0.3	71*	1	76*	0	-1
CN1CCN(C(=O)c2ccccc2-c2nc(-c3ccc(Cl)cc3)no2)CC1	10	11	-0.6	7	-4	2	-15	3
CCOC(=O)COc1ncn(-c2ccccc2)n1	3	-32	-0.5	2	3	22	-9	-4
Cc1cc(Br)cc(/C=N/NC(=O)c2ccc3c(c2)OCO3)c1O	8	68*	0.5	-25	-39	22	20	-1
CCCC(=O)n1nc(-c2ccccc2)nc1SC	-11	-14	0.7	14	-25	5	-28	-1

Grouped by structure: the compounds so far with an aryl methoxy group (4)
SMILES	TIM10 inh	Mdm2 MdmX PPI	UPR CHOP act	tim10-1 inh	697 NFkB inh	tim23-1 inh	Jurkat NFkB inh	UPR XBP1 act
COc1cc(NS(=O)(=O)c2ccc(NC(=S)NC(=O)/C=C/c3ccc(OC)c(OC)c3)cc2)ncn1	9	-7	2.2	7	-3	-10	-2	0
COc1ccc(-c2oc(=O)c3cc(OC)c(OC)cc3c2C#CC2(O)CCCCC2)cc1	18	25	3.6	17	19	19	-23	3
COc1cc(C#N)ccc1OCC(=O)c1ccc2c(c1)OCCO2	19	-12	-0.8	20	-1	31	1	-1
COc1ccc(CCNC(=O)CN(c2ccccc2)S(C)(=O)=O)cc1	0	-18	-0.5	25	-6	10	-19	-2

Next part.
SMILES	TIM10 inh	Mdm2 MdmX PPI	UPR CHOP act	tim10-1 inh	697 NFkB inh	tim23-1 inh	Jurkat NFkB inh	UPR XBP1 act
CCOc1ccc(N/C(=N/c2nc(C)cc(C)n2)NC(=O)CC)cc1	10	16	3.1	-8	10	16	-3	3
CC1=C(C(=O)Nc2ccc(C)cc2C)C(c2ccc([N+](=O)[O-])cc2)n2ncnc2N1 (stereo not drawn)	-28	-10	1.0	2	3	-12	-1	-1
N#Cc1ccc(-c2csc(NC(=O)/C=C/c3cccs3)n2)cc1	3	25	0.5	-6	1	4	12	5
CC(=O)Nc1ccc(SCC(=O)c2cc(C)n(CC(F)(F)F)c2C)cc1	7	-39	2.9	30	-17	30	-51	6
COc1ccccc1OCC(O)CN1C(=O)NC(C)(C)C1=O (stereo not drawn)	5	17	1.3	7	3	1	-2	-5
Cc1ccccc1C(=O)Nc1nc(SCc2ccc(Cl)cc2)n[nH]1	2	0	0.1	5	-10	6	-10	0
CC1CCCCC1NS(=O)(=O)c1ccc(S(=O)(=O)N2CCCC2)cc1 (stereo not drawn)	26	-8	-1.3	29	-19	37	-3	-3
Cc1nn(C)c(C(=O)Nc2ccn(C34CC5CC(CC(C5)C3)C4)n2)c1[N+](=O)[O-]	-8	27	-1.2	26	2	36	1	7
CCN1C(=O)[C@H]2[C@H]3CN=C(SC)N3[C@@](Cc3ccccc3)(C(=O)OC)[C@H]2C1=O	-12	6	2.9	5	-14	14	/	6
CCCS(=O)(=O)N1CCN(c2ccccn2)CC1	4	16	-2.9	11	0	10	7	0
O=C(OCC(=O)N1CCN(c2ccccc2)CC1)c1ccccc1NCCO	2	5	-0.3	13	-8	-2	-9	-1
Cc1ccc(C(=O)N/C(=C\c2ccco2)C(=O)NC2CCS(=O)(=O)C2)cc1 (stereo not drawn)	0	21	-0.7	-8	15	24	-2	2
NC(=O)N/N=C/CCc1ccccc1	9	-4	-0.5	-2	16	-6	7	4
CC1(C)Cc2ccccc2-c2nc3ccccc3c(=O)n21	20	21	-0.2	30	16	25	17	0
O=C(COC(=O)CNC(=O)c1ccccc1Cl)NC1CC1	5	2	-0.1	1	10	11	14	-2
CCOC(=O)N1CCN(C(=O)C2CCCN(S(=O)(=O)c3ccccc3)C2)CC1 (stereo not drawn)	1	-15	2.0	1	11	12	3	-1
CCOC(=O)C1=C(O)/C(=C/c2ccccn2)SC1=Nc1ccc(Cl)cc1	6	31	1.4	11	5	25	1	-2
CCOc1ncccc1C(=O)OCc1cccc([N+](=O)[O-])c1	6	2	2.6	15	5	18	-23	2
CN1C(=O)NC(c2ccc([N+](=O)[O-])cc2)C2=C1CC(C)(C)CC2=O (stereo not drawn)	-20	11	1.4	-2	-6	3	-4	2
Cc1ccc(CSc2nc3c(c(SCC(=O)O)n2)CCCC3)cc1	0	12	-1.8	-1	8	24	3	-2
O=C(CN1C(=O)/C(=C\c2ccccc2Cl)Oc2ccccc21)NCc1cccnc1	32	76*	-0.4	18	-11	13	-14	2
O=C(Nc1ccc(C(=O)O)cc1)/C(=C\c1ccccc1)NC(=O)c1ccc(Br)cc1	5	4	0.2	7	4	10	15	-5
O=C(COc1ccc(C2SCCS2)cc1)NNC(=O)C(Cl)Cl	-11	-29	2.3	12	-12	26	-25	0
CCCCC1(c2ccc(F)cc2)NC(=O)N(CC(=O)N2CCN(C(=O)c3ccco3)CC2)C1=O (stereo not drawn)	8	5	-0.5	-2	17	-7	9	-2
COC(=O)CCCC1=CC2=C(c3ccccc3)C(=O)C(C)(OC(=O)C3CCCC3)C(=O)C2=CN1CCCCO (stereo not drawn)	2	-20	0.9	-5	-8	16	6	3
CCN(C(=O)CN1CCN(S(=O)(=O)c2ccccc2C(F)(F)F)CC1)c1c(N)n(Cc2ccccc2)c(=O)[nH]c1=O	0	1	0.1	15	1	20	8	-1
CC(=O)N1CCOc2ccc(S(=O)(=O)N3CCC(C(=O)Nc4ccc(C)cc4)CC3)cc21	10	24	1.6	1	13	-7	-2	-1
CCc1nn2c(N3CCOCC3)cc(C)nc2c1-c1ccc(F)cc1	15	10	-2.3	32	-24	5	-11	-3
CC1CCN(CC(=O)Nc2ccc3c(c2)OCO3)CC1	-3	-5	0.6	-8	10	-2	-20	-2
CC(C)C[C@H](N)c1cn([C@@H](CCCCN)C(=O)N2CCNCC2)nn1	-7	-10	-0.1	-7	19	3	-1	-1
CSCC[C@H](NC(=O)OC(C)(C)C)C(=O)NCC1CCC(C(=O)N[C@@H](Cc2ccccc2)C(=O)O)CC1 (stereo partly drawn)	-21	8	0.8	15	-10	1	6	0
